Compound activity: PubChem, Sanford-Burnham Center for Chemical Genomics
SENP1 inh: blocks the human SENP1 SUMO protease catalytic domain; Q9P0U3; recombinant SENP1 catalytic domain, CyPet-SUMO1-YPet FRET cleavage; inhibition, % at 10 µM; hit rate 0.21% among 360,000; AID 624204;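 active = inhibition at least 30% at 10 µM, raw YFP signal under a set limit, fluorescence ratio 0.5 to 1.5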;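 note: 0% = enzyme with DMSO and 100% = no enzyme wells; some results filed as inactive read as strong as hits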
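Test system: hSENP1 catalytic domain, recombinant; Amount: 20 pM final SENP1 enzyme; Medium: Tris pH 8 buffer plus EDTA, NaCl, BME, BSA, NP40, catalase; Schedule: 50 min enzyme reaction, room temperature, light-protected; Technique: FRET fluorescence in CFP and YFP emission channels; Controls: no-enzyme wells low, DMSO-plus-enzyme wells high control.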
APOBEC3G inh: inhibitors of human APOBEC3G DNA deaminase; recombinant A3G, ssDNA deamination FAM/TAMRA fluorescence; inhibition, % at 20 µM; hit rate 0.28% among 330,000; Q9HC16;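 active = inhibition of at least 40% at 20 µM, with no more than 30% in the related APOBEC3A deaminase screen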;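 note: plate controls were DMSO wells with A3G for no effect and wells lacking A3G enzyme for full effect; some compounds called inactive have numbers as strong as hits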
SENP8 block-1: SENP8 protease inhibition; Q96LD8; purified SENP8, Z-RLRGG-aminoluciferin cleavage, luminescence; inhibition, % at 10 µM; hit rate 1.2% among 330,000; AID 2540; in the data active = inhibition above about 50%
Target sequence (Q96LD8 whole entry, looked up): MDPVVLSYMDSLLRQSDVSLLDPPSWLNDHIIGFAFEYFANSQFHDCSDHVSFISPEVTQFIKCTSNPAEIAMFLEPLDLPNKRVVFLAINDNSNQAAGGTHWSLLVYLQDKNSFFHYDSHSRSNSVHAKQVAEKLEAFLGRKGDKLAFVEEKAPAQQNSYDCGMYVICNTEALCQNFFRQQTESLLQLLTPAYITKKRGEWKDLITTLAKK
SENP7 inh: inhibitors of human SENP7 protease | inhibition, % at 5 µM | hit rate 1.5% among 330,000 | Q9BQF6 | AID 434973 | recombinant SENP7, Z-RLRGG-aminoluciferin luminescence, 40 min;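 active = inhibition above about 50% at the single test dose, limit read from the data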;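 note: plate controls were DMSO with enzyme for no effect and no enzyme buffer wells for full effect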
SENP8 block-2: SENP8 (human) protease inhibition; recombinant SENP8, Nedd8 substrate fluorescence; inhibition, % at 20 µM; hit rate 0.64% among 360,000; AID 602440; in the data active = inhibition mostly above about 40%, no sharp cut-off; inactive = mostly below about 27%
SENP6 block: inhibitors of human SENP6 protease | Recombinant SENP6 catalytic domain, aminoluciferin luminescence | inhibition, % at 10 µM | hit rate 1.8% among 330,000 | AID 2599;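 active = inhibition above about 50% at the single tested dose, limit read from the data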;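 note: plate controls were DMSO wells with enzyme for no effect and DMSO wells lacking enzyme for full effect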
UBC13 inh: human UBC13 polyubiquitination inhibition; P61088; UBC13 polyubiquitin chain formation, TR-FRET; inhibition, % at 20 µM; hit rate 0.47% among 330,000; in the data active = inhibition above about 45%, passing the limit was not always enough
Apaf-1 inh: inhibitors of human Apaf-1 apoptosome; reconstituted apoptosome caspase-3 activity, DEVD-Rh110 fluorescence; hit rate 0.71% among 330,000; AID 489030; inhibition, % at 20 µM; O14727; active = inhibition of at least 40% at 20 µM;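 note: plate controls were DMSO wells for no effect and DEVD-CHO caspase inhibitor wells for full effect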
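Material: reconstituted apoptosome with Apaf-1, cytochrome c, caspase-9, procaspase-3, dATP / Buffer or medium: pH 7.5 Hepes buffer with CHAPS, BSA, DTT / Also added: cytochrome c with DEVD-Rh110 / Schedule: compound with Apaf-1, dATP, procaspase-3 30 min, then 50 min reaction, room temperature / Technique: rhodamine 110 fluorescence at Ex 480/Em 540 nm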
* marks the source's active call; other numbers are inactive results; & = joins results of further samples.

SMILES | SENP1 inh | APOBEC3G inh | SENP8 block-1 | SENP7 inh | SENP8 block-2 | SENP6 block | UBC13 inh | Apaf-1 inh
CC[C@@H]1C(=O)OC[C@@H]1Cc1cncn1C | 1.1&-1.7 | -6.1&-6.9 | -0.2&-2.6 | -2.0&3.8 | 3.6&2.2 | -1.6&9.4 | 0.7&7.8 | 9.3&-8.9

Only part of the results is shown; count on the stated rates, not on these rows.
